# Tn6 DDE FP: DD(E)-Tn6 binding inhibition, primary FP screen; Fibrin DD(E) TRITC-Tn6 fluorescence polarization displacement; 370,000 tested, 0.21% active; AID 720509; inhibition, % at 8.3 µM; P02675;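 active = inhibition above a per-campaign cutoff: mean of compounds within control limits plus 3 SD, cut at about 15% in these data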;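 note: 0% = median of all compound wells on the plate and 100% = blocking peptide control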
# Target sequence (P02675 whole entry, looked up): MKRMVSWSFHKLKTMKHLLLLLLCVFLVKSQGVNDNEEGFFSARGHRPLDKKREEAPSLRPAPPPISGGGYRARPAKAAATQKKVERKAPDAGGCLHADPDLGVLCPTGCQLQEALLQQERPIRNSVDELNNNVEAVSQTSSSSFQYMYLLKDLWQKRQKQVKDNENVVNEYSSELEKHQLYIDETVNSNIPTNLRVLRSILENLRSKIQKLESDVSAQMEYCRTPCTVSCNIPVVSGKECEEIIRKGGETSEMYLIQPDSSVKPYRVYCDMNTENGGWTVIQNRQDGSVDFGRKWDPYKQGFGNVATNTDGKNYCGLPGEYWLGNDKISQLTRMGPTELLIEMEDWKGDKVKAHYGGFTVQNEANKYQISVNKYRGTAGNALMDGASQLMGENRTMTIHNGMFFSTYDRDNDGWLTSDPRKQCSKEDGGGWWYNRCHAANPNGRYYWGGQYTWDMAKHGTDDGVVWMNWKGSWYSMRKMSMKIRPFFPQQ
# PLC-gamma1 inh: inhibitors of human phospholipase C gamma1. 370,000 tested, 0.84% active. purified PLC-gamma1, fluorogenic substrate, fluorescence. P19174. inhibition, % at 12.2 µM; in the data active = inhibition above about 9.5%
# proKLK7 act: proKLK7 (human) activation, primary screen; purified proKLK7, EDANS-DABCYL substrate fluorescence; 100% is mature enzyme control, 0% vehicle; activation, % at 7 µM; 370,000 tested, 0.9% active;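 active = activation above the mean of all tested compounds plus 3 SD, computed per campaign excluding outliers beyond control limits, cut at about 13% in these data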
# ARFGAP1 inh: rat ARFGAP1 inhibition. inhibition, % at 16.5 µM. AID 651572. 360,000 tested, 0.26% active. Q62848. Arfgap1-stimulated ARF1 GTP hydrolysis, GDP FP detection;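 active = inhibition above a per-plate limit, mean inhibition of low control wells plus 3 SD, cut at about 25% in these data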;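 note: 0% = DMSO wells with enzyme and 100% = wells lacking Arfgap1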
# Target sequence (Q62848 1-136 limits assumed): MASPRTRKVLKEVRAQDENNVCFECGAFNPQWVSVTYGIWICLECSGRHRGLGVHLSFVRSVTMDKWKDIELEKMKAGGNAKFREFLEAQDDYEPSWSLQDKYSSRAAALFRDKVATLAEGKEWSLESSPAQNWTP
#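 System: truncated rat Arfgap1 GAP domain / Benchmarks: high control wells lacking Arfgap1, low control full reaction with DMSO / Times: compound-enzyme preincubation 20 min, reaction 120 min, detection 60 min, 25 °C / Repeats: one replicate per compound / Also added: human ARF1(Δ1-17)-GTP substrate / Measured by: Tracer-displacement fluorescence polarization with EDTA stop, 620/688 nm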
# TDP2 absorb: TDP2 (human) inhibition, absorbance primary screen | recombinant TDP2, T5PNP hydrolysis, p-nitrophenol absorbance 415 nm | 370,000 tested, 0.34% active | inhibition, % at 12.8 µM | O95551;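 active = inhibition above the mean of all tested compounds plus 3 SD, set per campaign, cut at about 25% in these data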;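 note: 0% = DMSO with enzyme and 100% = buffer with substrate but no TDP2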
# Target sequence (O95551 whole entry, looked up): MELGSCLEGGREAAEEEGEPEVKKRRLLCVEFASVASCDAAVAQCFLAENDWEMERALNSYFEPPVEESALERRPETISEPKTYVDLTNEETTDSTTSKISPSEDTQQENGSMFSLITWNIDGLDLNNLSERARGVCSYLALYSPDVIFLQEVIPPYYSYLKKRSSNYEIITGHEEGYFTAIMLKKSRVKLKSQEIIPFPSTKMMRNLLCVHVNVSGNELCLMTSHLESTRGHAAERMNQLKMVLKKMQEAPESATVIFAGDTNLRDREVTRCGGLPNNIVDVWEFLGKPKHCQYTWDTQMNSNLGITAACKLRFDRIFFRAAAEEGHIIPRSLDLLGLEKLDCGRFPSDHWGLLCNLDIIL
#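 Assay system: recombinant human TDP2 / Reagent: T5PNP substrate at 5 mM, a TopII-DNA adduct mimic / Measured by: epi absorbance from released p-nitrophenol / Evaluation: % inhibition relative to enzyme-containing and enzyme-free wells / Control set: enzyme-free and DMSO wells / Replicates: each compound tested once, singlicate / Schedule: enzyme reaction with compound for 2 h at 37 °C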
# ADAM10 inh: inhibits human ADAM10. O14672. recombinant ADAM10, EDANS/DABCYL FRET peptide cleavage, 3 h. inhibition, % at 7 µM. 370,000 tested, 0.62% active. AID 720582;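 active = inhibition above a per-campaign cutoff equal to the mean of compounds falling between control-based bounds plus 3 SD, cut at about 20% in these data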;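 note: 0% = DMSO wells while the 100% control is not disclosed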
# LEDGF integ inh: blocks HIV-1 LEDGF/p75-dependent DNA integration | inhibition, % at 3.7 µM | 370,000 tested, 0.64% active | TR-FRET IN-LEDGF/p75 DNA integration, Eu/Cy5;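 active = inhibition above the screen-wide mean plus 3 SD, cut at about 13% in these data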;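 note: signal is the Cy5 over europium emission ratio at 671 and 618 nm; 0% = plate median of compound wells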
# Tn7 DDE FP: inhibitors of Tn7 peptide binding to human fibrin DD(E); P02675; FP displacement of FITC-Tn7 peptide from fibrin DD(E); 0% = median of compound wells per plate; inhibition, % at 8.3 µM; 370,000 tested, 0.13% active; AID 720508;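 active = inhibition above the mean of compounds falling within the control limits plus 3 SD of them, cut at about 14% in these data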;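 note: 0% = plate median of compound wells and 100% = 10 µM Aha-Tn7 peptide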
#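 assay system = human clot-derived fibrin DD(E) complex | quantity = Fibrin-DD(E) at 2 µM final | timing = 10 min preincubation, 3 h with tracer, room temperature | signal = fluorescence polarization | measure = percent inhibition | benchmarks = high control wells with 10 µM unlabelled Aha-Tn7 peptide (full inhibition) | replicates = singlicate testing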
# ASAP1 GAP inh: ASAP1 ArfGAP inhibition; inhibition, % at 16.5 µM; 360,000 tested, 0.19% active; Q9ULH1; ASAP1-stimulated ARF1 GTP hydrolysis, GDP FP detection; AID 624377; in the data active = inhibition above about 25%;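 note: 0% = vehicle with enzyme and substrate and 100% = no enzyme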
# ADAM17 inh: ADAM17 inhibition, QFRET primary screen; P78536; recombinant ADAM17, EDANS/DABCYL FRET peptide cleavage; inhibition, % at 6.95 µM; 370,000 tested, 0.83% active; AID 720648;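 active = inhibition above the mean of compounds lying between control limits plus 3 SD, set per campaign, cut at about 8.5% in these data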;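 note: 0% = DMSO-only wells as the low control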
# * marks the source's active call; other numbers are inactive results; i = inactive; . = no result given.
# The opening five compounds (preview)
SMILES,Tn6 DDE FP,PLC-gamma1 inh,proKLK7 act,ARFGAP1 inh,TDP2 absorb,ADAM10 inh,LEDGF integ inh,Tn7 DDE FP,ASAP1 GAP inh,ADAM17 inh
CCCCSC(=S)NC1CCS(=O)(=O)C1 (stereo not drawn),-3,2,-0.1,-5,11,-5,0,-2,3,-4
Cc1cccc(-n2ncc3c2CCCC3NC(=O)CCc2ccncc2)c1C (stereo not drawn),-7,2,0.1,10,4,3,1,-3,6,0
CCCCN1C=C(C(C)=O)C(=O)CC1,0,-1,-0.3,2,5,-18,1,11,1,0
O=c1cc(O)nc(-c2ccc(Cl)cc2)s1,-4,-87,1.5,-1,1,1,0,-7,-3,-1
Cc1ccc(-n2ncc3c(NNC(=O)c4ccco4)ncnc32)cc1Cl,-2,0,0.8,2,-3,5,-5,0,5,-2

# The listing, from the start:
SMILES,Tn6 DDE FP,PLC-gamma1 inh,proKLK7 act,ARFGAP1 inh,TDP2 absorb,ADAM10 inh,LEDGF integ inh,Tn7 DDE FP,ASAP1 GAP inh,ADAM17 inh
CCCCSC(=S)NC1CCS(=O)(=O)C1 (stereo not drawn),-3,2,-0.1,-5,11,-5,0,-2,3,-4
Cc1cccc(-n2ncc3c2CCCC3NC(=O)CCc2ccncc2)c1C (stereo not drawn),-7,2,0.1,10,4,3,1,-3,6,0
CCCCN1C=C(C(C)=O)C(=O)CC1,0,-1,-0.3,2,5,-18,1,11,1,0
O=c1cc(O)nc(-c2ccc(Cl)cc2)s1,-4,-87,1.5,-1,1,1,0,-7,-3,-1
Cc1ccc(-n2ncc3c(NNC(=O)c4ccco4)ncnc32)cc1Cl,-2,0,0.8,2,-3,5,-5,0,5,-2
O=C(Cn1c2ccccc2c(=O)c2ccccc21)Nc1ccccc1F,11,-75,5.0,-1,-2,i,2,1,-9,-190
CC1CN(C(=O)COc2ncnc3ccccc23)CC(C)O1 (stereo not drawn),-5,4,-0.1,7,-13,-4,4,2,-3,9.7*
O=C(/C=C/c1ccc2ccccc2c1)c1ccoc1,3,-57,-6.9,13,-4,-29,2,-3,3,-8
O=C(NCc1ccccc1F)C1CCCN(C(=O)Nc2ccccc2)C1 (stereo not drawn),-3,9,-0.9,-7,-16,4,1,1,-11,3
Cc1ccc(CNC(=O)C2CCC(=O)N(CCc3cccc(F)c3)C2)s1 (stereo not drawn),7,-2,0.4,-12,4,-8,2,7,-5,-3
COc1ccc(CCN=C(N)NS(=O)(=O)c2ccc(C)c(C)c2)cc1OC,7,-1,-0.4,4,12,-5,-2,1,-16,-3
COc1ccccc1N(CC(=O)NC1CCCC1)S(=O)(=O)c1cccc(C(F)(F)F)c1,-8,-1,0.0,2,4,0,0,-7,-4,0
O=S(=O)(Nc1ccc(N2CCCCC2)cc1)c1ccc(F)c(F)c1,-4,1,-0.6,1,-2,12,2,0,0,2
COc1ccc(OC)c(CN2C(=O)c3ccccc3C2c2nnnn2-c2c(C)cccc2C)c1 (stereo not drawn),4,4,0.2,-1,11,3,2,-4,-12,0
Cc1ccc(C)c(N2CCN(S(=O)(=O)c3ccc4c(c3)NC(=O)CS4)CC2)c1,-2,-3,-0.1,5,-5,20*,-1,2,-18,12*
CCCCC(=O)Nc1nnn(CCC)n1,11,-4,0.1,7,-6,-6,-1,5,3,-6
CC(C)C[C@@H](CNCC(=O)[C@H](CC(C)C)NC(=O)c1[nH]cnc1C(=O)N[C@@H](C)CN)NC(=O)c1nc[nH]c1C(=O)N[C@@H](C)C(=O)O,3,0,0.5,3,12,-8,1,3,8,-4
Cc1ccccc1NC(=O)Cc1nc(COC(=O)c2ccc(Cl)c(S(N)(=O)=O)c2)cs1,0,1,0.9,2,-8,4,2,3,-7,2
COc1cc(/C=C/C(=O)O)cc(Br)c1O,3,-34,-0.4,5,6,-120,0,-5,1,-45
O=C(COc1ccccc1)Nn1c(-c2ccccc2)nc2ccccc2c1=O,1,1,0.4,4,3,2,0,1,9,0
CCOc1ccc(OCC)c(NC(=O)C2CCCN2S(=O)(=O)c2cccc3cccnc23)c1 (stereo not drawn),6,0,0.3,-4,-3,-8,-2,4,1,0
Cc1ccc(N2C(=O)C3CCCN3C2=S)cc1Cl (stereo not drawn),-1,1,0.5,3,-7,-1,1,-7,1,2
CCOC(=O)C1CCN(S(=O)(=O)c2ccc(Cl)nc2)CC1,-2,0,0.1,17,-1,-9,-2,-4,9,-6
Cc1csc(SCc2ccc(C(=O)O)cc2)n1,3,1,0.0,-1,-11,4,-1,-1,-3,-3
COc1cc(OC)cc(C(=O)N2CCN(C3CCC(C)CC3)CC2)c1 (stereo not drawn),-5,-1,0.2,-7,22,0,0,-6,1,-1
# (next part)
SMILES,Tn6 DDE FP,PLC-gamma1 inh,proKLK7 act,ARFGAP1 inh,TDP2 absorb,ADAM10 inh,LEDGF integ inh,Tn7 DDE FP,ASAP1 GAP inh,ADAM17 inh
O=C(NCc1ccco1)C1CCN(C(=O)c2ccc([N+](=O)[O-])cc2)CC1,-7,0,-0.5,1,2,-3,4,1,-8,-4
CCCCCCC12C(=Cc3cc(C)ccc31)c1ccccc1C(CC(=O)NCc1ccccc1)N2C(=O)OC (stereo not drawn),-3,-8,-0.3,3,-3,-22,7,3,1,-7
CCc1nn2cc(C(=O)c3cc(C)ccc3O)cnc2c1-c1ccc(F)cc1,-8,2,-0.3,-6,9,2,3,-6,3,0
COc1ccccc1N1CCN(C2CCCN(C(=O)c3ccoc3)C2)CC1 (stereo not drawn),3,3,0.1,-3,-11,-3,-5,0,-8,3
Cc1ccc(C(=O)COc2ccc3ccc(=O)oc3c2)cc1,6,1,0.4,-1,10,-15,4,2,-1,-4
CC1(C)Cc2c(C#N)c(N)sc(=S)c2CO1,-2,-61,3.4,19,7,-72,2,0,-7,-30
Cc1cccc(C)c1NC(=O)C(NC=O)c1ccc(Cl)cc1 (stereo not drawn),12,2,-0.3,-16,4,3,-2,-1,4,1
Nc1[nH]c(C(=O)c2ccccc2)c(-c2ccc(Br)cc2)c1C(=O)NCCCN1CCOCC1,0,-8,.,.,-2,-15,0,0,.,-7
Cc1cccc(NS(=O)(=O)c2ccc(C)c(C(=O)NCC(c3cccs3)N3CCOCC3)c2)c1 (stereo not drawn),1,-1,0.7,-6,0,-3,1,10,11,-1
CC(C)N(CCCNC(=O)C1CCN(S(=O)(=O)N2CCOCC2)CC1)Cc1ccccc1,0,2,0.1,-1,7,5,-1,4,18,0
CCOc1ccc(NC(=O)C2CSC(c3ccncc3)=N2)cc1 (stereo not drawn),-3,-4,-0.2,15,-3,-7,4,-5,-1,-2
C=CCN1C(=O)[C@@H](CC(=O)N2CCOCC2)[C@]2(C(=O)OCC)CCCCC/C=C/12,-3,1,-0.1,.,-1,-8,-4,-1,.,0
CCCN(CC(=O)Nc1ccc(F)c(F)c1F)C(=O)CCc1nc2ccccc2c(=O)[nH]1,4,-2,-0.1,6,-12,8,2,-9,4,0
O=C1CC(=O)NC(SCC(=O)Nc2ccccc2[N+](=O)[O-])=N1,-2,0,0.5,-5,18,-6,8,-2,-4,-4
CN(C)CCNC(=O)c1cccc2ccc(-c3ccc(-c4ccccc4)cc3)nc12,1,-477,-21,7,-6,i,-4,-5,-12,i
COC(=O)c1ccc(C(=O)Nc2ccc(C(C)C)cc2N)cc1,3,-31,0.6,8,-7,-31,3,-3,-2,-11
CC(=O)NCCn1c(SCc2ccccc2F)nc2ccccc2c1=O,-2,-2,0.0,12,0,-7,-2,-4,-3,-2
CCCCCCCCN1C(=O)[C@@H](CC(=O)NCC2CCCCC2)C[C@@]2(C(=O)OC)C1=C[C@H](C(C)(C)C)O[C@@H]2C,-5,4,0.2,6,-2,-3,2,-2,-8,-1
FC(F)(F)Oc1ccccc1C(c1nnnn1C1CCCC1)N1CCN(C/C=C/c2ccccc2)CC1 (stereo not drawn),4,-1,0.0,4,0,6,2,4,-8,0
Cc1cc(C)c2cc(C#N)c(SCC(=O)Nc3cc(C)on3)nc2c1,7,-2,0.5,8,12,-19,6,-10,3,-1
Cc1nc2oc3c(NCC4CCCO4)ncnc3c2c2c1COC(C)(C)C2 (stereo not drawn),-7,-15,0.6,-11,-2,-152,-1,-1,-1,-45
O=C(CSc1nnc2c(n1)[nH]c1ccc(F)cc12)OCc1ccccc1,1,3,0.4,9,5,5,1,2,-3,-4
O=C(Cc1nnc(NC(=O)Nc2ccccc2F)s1)NCc1ccccc1,-4,-1,0.2,5,5,-4,0,5,-4,1
CCc1nc2c(OCc3ccc(F)cc3)cccn2c1N(C)C(=O)C(C)C,-7,4,0.0,-2,7,-17,-8,6,-6,-7
C=CCn1c(SCC(=O)Nc2sccc2C(N)=O)nc2sc(C)c(C)c2c1=O,-4,-1,0.4,11,5,-1,1,-1,2,-2
# Other results follow.
SMILES,Tn6 DDE FP,PLC-gamma1 inh,proKLK7 act,ARFGAP1 inh,TDP2 absorb,ADAM10 inh,LEDGF integ inh,Tn7 DDE FP,ASAP1 GAP inh,ADAM17 inh
COc1ccccc1N1CCN(C(=O)CCSCc2ccccc2F)CC1,-1,-2,-0.7,-8,-2,-7,-6,0,10,-6
CCCCNC(=O)NS(=O)(=O)c1ccc(NC(=O)CSc2ncnc3scc(-c4ccc(C)cc4)c23)cc1,-3,-2,0.7,.,3,8,3,-2,.,0
C[C@H]1CN([C@@H](C)CO)C(=O)c2cc(-c3ccccc3F)cnc2O[C@H]1CN(C)C(=O)C1CCOCC1,6,6,-1.1,3,7,-2,-3,-1,7,-1
CCC(=O)c1cn(CC(=O)Nc2ccccc2)c2ccccc12,7,0,0.4,9,-1,-4,-5,-6,-7,-1
CCCCNc1cc(C(=O)O)cc(S(N)(=O)=O)c1Oc1ccccc1,6,-38,2.2,3,-19,-318,5,-4,-4,-87
CC1(C(=O)NS(=O)(=O)c2ccc(Cl)cc2)CCN1C(=O)Cc1ccc(-c2ccccc2)cc1 (stereo not drawn),0,-2,0.3,-5,-18,0,6,-6,-26,2
COc1ccc(NC(=O)N2CCCCCC2)c(OC)c1,6,2,-0.3,-3,2,-6,-1,5,-3,-3
O=C(OCC(=O)N1CCCc2ccccc21)c1cncc(Br)c1,0,2,0.2,-5,10,-2,-1,-3,-5,-5
Cc1ccc(C(=O)OCC(=O)NCc2ccc3c(c2)OCO3)s1,-3,-1,-0.1,-8,6,-7,-1,-1,1,-1

# Assay outcomes deposited in PubChem by The Scripps Research Institute Molecular Screening Center.

# An unsorted share of the library. Share with any hit: about 4.2%.
